# GSTO1 inh – inhibitors of recombinant GSTO1, primary screen, counter-screen for RBBP9 inhibitor project, biochemical, fluorescence polarization | Glutathione S-transferase omega-1 (Homo sapiens), P78417 | activity-based probe fluorescence polarization | inhibition, % at 5.96 µM | 300,000 compounds, 1.1% hits;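 active = inhibition above the campaign mean inhibition plus 3 SD, cut at about 35% in these data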;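 note: 0% = GSTO1-1 with DMSO and 100% = wells lacking GSTO1-1 enzyme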
# Target sequence (P78417 whole entry, looked up): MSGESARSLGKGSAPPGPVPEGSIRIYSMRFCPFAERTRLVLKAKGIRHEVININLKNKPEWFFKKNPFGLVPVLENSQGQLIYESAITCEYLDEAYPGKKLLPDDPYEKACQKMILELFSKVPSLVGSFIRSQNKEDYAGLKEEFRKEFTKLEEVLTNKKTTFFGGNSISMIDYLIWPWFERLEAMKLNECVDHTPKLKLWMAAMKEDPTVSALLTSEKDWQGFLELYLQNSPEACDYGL
# PAFAH1B3 FP inh – PAFAH1B3 enzyme inhibitors, primary screen, biochemical, fluorescence polarization, human. Platelet-activating factor acetylhydrolase IB subunit alpha1 (Homo sapiens), Q15102. recombinant PAFAH1B3, FP-rhodamine probe. inhibition, % at 3.39 µM. 340,000 compounds, 0.28% hits. AID 492972, 2010;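 active = inhibition above the screen-wide average of all tested compounds plus 3 SD, cut at about 25% in these data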;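 note: 0% = enzyme with DMSO only and 100% = wells lacking PAFAH1B3 protein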
# Target sequence (Q15102 whole entry, looked up): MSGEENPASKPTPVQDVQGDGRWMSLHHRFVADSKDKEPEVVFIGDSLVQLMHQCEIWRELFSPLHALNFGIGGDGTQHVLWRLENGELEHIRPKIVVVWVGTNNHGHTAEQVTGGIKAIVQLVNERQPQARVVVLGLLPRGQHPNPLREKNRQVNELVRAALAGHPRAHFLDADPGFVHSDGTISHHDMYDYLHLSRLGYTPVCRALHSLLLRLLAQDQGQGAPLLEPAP
# ZTA DNA inh – ZTA (EBV) inhibition in EBNA-1 counter-screen; ZTA-DNA binding, fluorescence polarization; inhibition, % at 11 µM; 320,000 compounds, 0.15% hits; in the data active = inhibition above about 33%
# LYPLA1 counter – LYPLA1 inhibitors, primary screen, counter-screen for PME1 inhibitor project, biochemical, fluorescence polarization, FP-Rh probe ABPP; Acyl-protein thioesterase 1 (Homo sapiens), O75608; recombinant LYPLA1; inhibition, % at 5.9 µM; 320,000 compounds, 0.16% hits;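 active = inhibition above the mean of all tested compounds plus 3 SD, set per campaign, cut at about 14% in these data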;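 note: inhibitors block serine hydrolase probe labeling of LYPLA1 so polarization falls; 0% = enzyme with DMSO and 100% = wells lacking LYPLA1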
# Target sequence (O75608 whole entry, looked up): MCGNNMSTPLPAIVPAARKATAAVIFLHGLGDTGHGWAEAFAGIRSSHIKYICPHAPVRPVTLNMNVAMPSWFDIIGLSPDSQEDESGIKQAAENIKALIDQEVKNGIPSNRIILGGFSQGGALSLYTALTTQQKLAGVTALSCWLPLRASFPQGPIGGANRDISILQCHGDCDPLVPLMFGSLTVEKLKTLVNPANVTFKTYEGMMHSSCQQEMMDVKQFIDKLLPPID
# PAFAH2 inh – PAFAH2 enzyme inhibitors, primary screen, biochemical, fluorescence polarization, human | recombinant PAFAH2, FP-rhodamine activity probe | inhibition, % at 3.39 µM | 340,000 compounds, 0.99% hits | AID 492956, 2010;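 active = inhibition above the mean over all tested compounds plus 3 SD, cut at about 30% in these data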;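 note: inhibitors block probe labeling of enzyme so polarization drops; 0% = enzyme with DMSO and 100% = wells lacking PAFAH2 protein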
# PREPL inhibitor – PREPL enzyme inhibitors, primary screen, biochemical, fluorescence polarization; recombinant PREPL, fluorescence polarization activity-based probe; inhibition, % at 5.96 µM; 320,000 compounds, 0.68% hits; Prolyl endopeptidase-like (Homo sapiens), Q4J6C6; in the data active = inhibition above about 43%;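 note: 0% = enzyme with DMSO and 100% = wells lacking enzyme; many of its hits are not listed in these tables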
# EBNA-1 inhibitor – EBNA-1 DNA-binding inhibitors, primary screen, biochemical, fluorescence polarization | inhibition, % at 14.8 µM | 300,000 compounds, 0.34% hits | AID 1950, 2009; in the data active = inhibition above about 28%
# LYPLA2 inh – LYPLA2 inhibitors, primary screen, counter-screen for PME1 inhibitor project, biochemical, fluorescence polarization, FP-Rh probe ABPP; Acyl-protein thioesterase 2 (Homo sapiens), O95372; recombinant LYPLA2; inhibition, % at 5.9 µM; 320,000 compounds, 0.38% hits; AID 2177, 2009;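 active = inhibition above the screen-wide mean plus 3 SD, limit set per campaign, cut at about 26% in these data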;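 note: 0% = LYPLA2 with DMSO and 100% = wells lacking LYPLA2 enzyme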
# Target sequence (O95372 whole entry, looked up): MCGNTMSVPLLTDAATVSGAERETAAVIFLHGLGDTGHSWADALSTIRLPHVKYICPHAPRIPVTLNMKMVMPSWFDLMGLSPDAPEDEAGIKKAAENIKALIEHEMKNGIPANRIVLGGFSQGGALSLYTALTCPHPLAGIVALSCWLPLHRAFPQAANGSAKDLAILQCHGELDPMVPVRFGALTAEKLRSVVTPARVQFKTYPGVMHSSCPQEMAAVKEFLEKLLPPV
# PAD4 FP inh – human PAD4 inhibitors, primary screen, biochemical, fluorescence polarization, 1536-well format. 330,000 compounds, 0.41% hits. inhibition, % at 6.36 µM. recombinant PAD4, RCA probe fluorescence polarization;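 active = percent inhibition above a cutoff equal to the mean of all tested compounds plus 3 SD, cut at about 15% in these data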;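 note: 0% = PAD4 with RCA probe and DMSO and 100% = probe without PAD4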
# Numbers without * were called inactive; . = not tested or not shown. These rows are one share of the data; the hit share may differ from the screen's.
Molecule	GSTO1 inh	PAFAH1B3 FP inh	ZTA DNA inh	LYPLA1 counter	PAFAH2 inh	PREPL inhibitor	EBNA-1 inhibitor	LYPLA2 inh	PAD4 FP inh
CCCCn1c(N)c(N(CC(C)C)C(=O)c2cc3c(s2)CCCCC3)c(=O)[nH]c1=O	-2.2	2.9	-10.9	-1.6	1.7	-8.5	11.1	2.4	-4.7
CC(C)C(=O)Nc1ccc(N2CCN(c3ccc(F)cc3)CC2)cc1	-0.3	1.0	-13.9	1.5	-4.0	3.3	1.8	3.1	-2.5
O=C(CCc1nnc(C2CCCCC2)o1)N1CCN(Cc2ccccc2)CC1	-7.9	0.2	15.9	0.0	1.9	-0.4	6.1	2.8	-1.4
COc1ccccc1Nc1nc(N)nc(CSc2nc(C)cc(C)n2)n1	-0.6	0.5	15.2	0.8	-3.1	-0.8	4.5	0.2	1.6
N#Cc1cccc(S(=O)(=O)NNC(=O)C23CC4CC(CC(C4)C2)C3)c1	.	9.4	.	.	2.6	-3.0	.	.	0.3
Cn1cccc1C(=O)NC(=O)COC(=O)Cc1coc2ccc3ccccc3c12	0.8	-0.5	-10.8	-5.9	2.8	9.1	15.8	-4.9	-3.9
CCS(=O)(=O)N1Cc2ccccc2CC1C(=O)Nc1cccc(C)c1 (stereo not drawn)	1.1	2.9	20.2	1.0	-5.3	-3.6	-2.7	1.2	-7.7
COC(=O)c1cccc(S(=O)(=O)N2CCC(c3nc4ccccc4o3)CC2)c1	4.8	-1.8	-2.2	1.3	1.5	1.5	8.4	11.1	-0.1
CCN(CC)CCCCCC(=O)Nc1ccccc1C(=O)Nc1ccccc1	3.5	0.1	-6.3	1.5	0.0	-3.2	-6.7	4.7	4.1
Nc1nc(-c2ccc(F)cc2)cc(C(F)(F)F)n1	-0.6	9.4	-2.7	-4.9	5.3	-33.0	9.3	-4.3	3.2
CCC(OC(=O)c1ccco1)C(=O)NCc1ccc(OC)cc1 (stereo not drawn)	2.6	0.3	-4.1	2.7	-2.0	7.2	5.2	1.7	0.2
Cc1ccc(C)c(OCCCCn2ccnc2)c1	2.1	5.2	15.0	-3.9	7.0	3.1	1.5	-1.2	-0.7
CCCCC(=O)N/N=C(\C)c1cccc(NC(=O)C2CC2)c1	7.3	9.1	-24.8	-4.5	-1.7	-5.7	-9.2	-7.5	-1.6
CCOC(=O)c1c(-c2ccccc2)csc1NC(=O)CSc1nncs1	7.7	3.9	1.9	-1.4	-3.4	-18.3	0.5	-0.4	-0.9
N#CCc1cnc2ccccc2n1	35.7*	9.0	-4.2	3.4	-2.6	36.3	2.8	4.4	-1.4
O=C(CSCCc1ccccn1)Nc1cccnc1Cl	2.4	7.2	9.7	0.1	-9.6	4.1	-4.0	4.3	-0.7
O=c1c2ccccc2nc2sc(Nc3ccc(F)cc3)nn12	.	-4.6	15.4	-0.6	-0.4	-3.0	.	4.8	0.4
O=C1CCc2cc(S(=O)(=O)N3CCC(C(=O)NC4CCCC4)CC3)ccc2N1	5.4	7.5	-16.7	1.7	-5.8	11.7	-10.8	4.7	4.2
Cc1nnc(NC(=O)c2ccc(C)c(S(=O)(=O)N3CCOCC3)c2)s1	-5.3	-2.1	4.6	0.9	3.8	2.8	3.8	-1.3	-4.5
CCCC(=O)N1c2ccccc2NC2=C(C(=O)CCC2)C1c1ccc(F)cc1 (stereo not drawn)	-0.6	-1.5	-2.9	5.5	3.4	6.7	8.0	4.5	-5.6
CCc1cccc(N(C)C(N)=Nc2cccc3ccccc23)c1	3.9	6.8	8.7	-3.2	3.5	-3.0	4.1	-0.7	-1.2
O=C(N/N=C/c1c[nH]c2ccccc12)c1cc2ccccc2o1	-5.0	4.9	-5.2	-2.7	7.4	33.8	1.3	-4.9	-0.3
NC(CC(=O)O)c1ccc(Br)cc1 (stereo not drawn)	0.7	1.5	3.7	-3.1	11.5	6.3	-9.0	-3.9	-4.3
O=C(NN1C(=O)C2C3C=CC(C3)[C@H]2C1=O)c1cccnc1 (stereo partly drawn)	4.8	7.6	-8.2	-0.3	4.2	6.4	0.3	-2.6	-2.0
Nc1c(C(=O)O)cnn1-c1ccccc1	-0.3	1.9	9.1	-1.2	-2.8	-7.1	5.5	-2.3	-3.6

# Complete entries as entered above.
# CCc1cccc(N(C)C(N)=Nc2cccc3ccccc23)c1 is listed with GSTO1 inh = 3.9; PAFAH1B3 FP inh = 6.8; ZTA DNA inh = 8.7; LYPLA1 counter = -3.2; PAFAH2 inh = 3.5; PREPL inhibitor = -3.0; EBNA-1 inhibitor = 4.1; LYPLA2 inh = -0.7; PAD4 FP inh = -1.2
# Cn1cccc1C(=O)NC(=O)COC(=O)Cc1coc2ccc3ccccc3c12 is listed with GSTO1 inh = 0.8; PAFAH1B3 FP inh = -0.5; ZTA DNA inh = -10.8; LYPLA1 counter = -5.9; PAFAH2 inh = 2.8; PREPL inhibitor = 9.1; EBNA-1 inhibitor = 15.8; LYPLA2 inh = -4.9; PAD4 FP inh = -3.9
# O=C(CSCCc1ccccn1)Nc1cccnc1Cl is listed with GSTO1 inh = 2.4; PAFAH1B3 FP inh = 7.2; ZTA DNA inh = 9.7; LYPLA1 counter = 0.1; PAFAH2 inh = -9.6; PREPL inhibitor = 4.1; EBNA-1 inhibitor = -4.0; LYPLA2 inh = 4.3; PAD4 FP inh = -0.7

# Remaining list, next part
Molecule	GSTO1 inh	PAFAH1B3 FP inh	ZTA DNA inh	LYPLA1 counter	PAFAH2 inh	PREPL inhibitor	EBNA-1 inhibitor	LYPLA2 inh	PAD4 FP inh
O=C(Nc1ccc2c(c1)OCCO2)C1CCN(c2nnnn2-c2ccccc2)CC1	3.7	-2.1	-4.6	4.5	1.6	-1.1	5.7	-4.6	-1.0
Cc1ccc(S(=O)(=O)NCC(=O)N2CCN(c3ccccc3F)CC2)cc1	3.3	7.2	-2.1	3.7	-1.4	-7.9	0.3	-2.4	2.0
O=C(CNS(=O)(=O)c1ccccc1)N1CCN(C(=O)c2ccco2)CC1	-3.0	11.7	2.4	4.0	5.5	-1.9	5.6	-3.7	-2.4
Cc1cccc(C(=O)OCC(=O)c2c(N)n(CC(C)C)c(=O)n(C)c2=O)c1O	-3.9	-0.5	-16.1	-5.4	-5.7	-2.9	0.3	-7.0	1.4
CCNC(=O)COC(=O)/C=C/c1ccccc1[N+](=O)[O-]	-1.8	3.0	12.9	0.5	10.6	-1.9	5.2	1.9	-1.6
Cn1c(=O)c2c(nc(NCc3ccco3)n2C/C=C/c2ccccc2)n(C)c1=O	7.8	7.7	-14.0	-5.5	-0.2	18.5	-9.1	-2.0	2.1
Cc1ccc(Nc2nc(N)nc(CN3CCN(Cc4ccc5c(c4)OCO5)CC3)n2)cc1	1.1	2.6	-10.0	2.2	3.8	9.8	2.2	-1.2	-6.3
CC(=O)N1CC(=O)N=C1SCC(=O)Nc1nc(C)c(-c2ccccc2)s1	-36.6	-1.5	10.5	-0.6	0.6	-1.4	2.6	5.9	13.6
Cc1nc(NC(=O)CSc2ccc(-c3nc4ccccc4[nH]3)cn2)sc1C	-3.5	-7.2	5.2	-7.3	-17.0	-8.9	26.3	-10.6	-1.2
CCOC(=O)Cc1csc(SCc2cc(=O)oc3cc(O)ccc23)n1	4.8	-0.4	10.2	-2.0	6.4	-1.7	3.9	1.6	-5.5
CCOC(=O)C(=O)Nc1ncc(Cl)s1	8.2	0.2	14.5	-1.4	4.5	5.8	13.2	10.6	1.4
COc1ccc2[nH]c(C(=O)N/N=C/c3ccccc3OC)cc2c1	-9.1	7.5	4.5	-4.9	-3.8	14.7	2.9	-6.4	-0.9
O=C(c1ccco1)N1CCCN(Cc2nc(-c3ccc4c(c3)OCO4)no2)CC1	4.8	-2.9	-0.9	-0.6	-5.9	-2.6	1.3	9.9	3.8
CCOC(=O)CCCNC(=O)c1cncc(Br)c1	-4.3	-2.6	-5.2	-1.4	-7.8	-2.0	3.0	4.9	4.2
CCOC(=O)c1c(C)[nH]c(C(=O)N2CCCC(C(=O)c3cccc(OC)c3)C2)c1C (stereo not drawn)	1.5	6.5	-10.8	-5.3	-5.8	7.3	0.3	7.1	1.6
O=C(Nc1ccc(N2CCN(C(=O)c3ccccc3)CC2)cc1)c1cc([N+](=O)[O-])ccc1N1CCOCC1	15.8	0.0	2.2	3.4	1.3	25.9	9.5	22.5	-1.5
CCSc1nnc2c(n1)OC(C)(C)Nc1ccccc1-2	-2.8	6.0	10.6	1.4	0.2	9.4	-3.9	-1.4	1.8
Cc1ccccc1NC(=S)N1CCCN(Cc2ccc(F)cc2)C1	9.5	1.3	7.2	1.2	2.6	25.7	2.5	-3.3	-2.6
Cc1ccccc1OCC(=O)N/N=C/c1ccc([N+](=O)[O-])o1	14.8	2.5	15.4	-1.4	4.6	17.0	3.1	0.8	-7.9
CN(C)c1ccc(NC(=O)/C=C/c2ccccc2Cl)cc1	1.4	3.5	-0.2	-0.4	-2.3	13.4	1.0	-0.3	0.7
CCNc1nc(NCC)nc(N(C)N)n1	-2.6	2.6	12.3	-2.1	-13.7	1.3	-9.3	-1.2	-4.8
CC(=O)Nc1ccc(SCc2c(C)noc2C)cc1	4.6	7.5	-3.5	4.4	-1.1	-4.2	9.6	13.1	6.3
O=C(CSc1nc2ccc([N+](=O)[O-])cc2[nH]1)NC1CCCCCC1	-3.6	8.0	24.8	-3.7	5.8	2.7	2.5	-6.5	3.9
CCC(=O)N(Cc1ccco1)c1nc(-c2cc(OC)ccc2OC)cs1	-1.6	-2.4	-12.4	2.2	0.9	-6.8	7.3	3.8	-2.2
Cc1nc2oc3ccc(F)cc3c(=O)c2cc1C(=O)NC(C)(C)C	7.8	7.3	1.2	1.4	6.4	3.7	-13.9	-6.4	4.9
Cc1ccc(OCC(=O)N(Cc2ccccc2)c2c(N)n(Cc3ccccc3)c(=O)[nH]c2=O)c(C)c1	0.5	0.7	-20.0	-0.8	2.8	3.8	-4.8	-0.5	-3.2
COC(=O)c1ccccc1N1C(=O)C2C(C1=O)[C@H]1C=C[C@@H]2C1 (stereo partly drawn)	5.2	4.0	-1.2	5.3	-1.4	-2.5	5.6	3.3	-5.3
Cc1cc(=O)oc2cc(NS(=O)(=O)c3ccccc3)ccc12	-3.5	10.4	0.2	0.0	6.2	7.5	-13.2	0.7	-0.7

# Some of the entries above in another layout.
> O=C(CNS(=O)(=O)c1ccccc1)N1CCN(C(=O)c2ccco2)CC1
  GSTO1 inh = -3.0; PAFAH1B3 FP inh = 11.7; ZTA DNA inh = 2.4; LYPLA1 counter = 4.0; PAFAH2 inh = 5.5; PREPL inhibitor = -1.9; EBNA-1 inhibitor = 5.6; LYPLA2 inh = -3.7; PAD4 FP inh = -2.4

> Cc1cccc(C(=O)OCC(=O)c2c(N)n(CC(C)C)c(=O)n(C)c2=O)c1O
  GSTO1 inh = -3.9; PAFAH1B3 FP inh = -0.5; ZTA DNA inh = -16.1; LYPLA1 counter = -5.4; PAFAH2 inh = -5.7; PREPL inhibitor = -2.9; EBNA-1 inhibitor = 0.3; LYPLA2 inh = -7.0; PAD4 FP inh = 1.4

> CCNC(=O)COC(=O)/C=C/c1ccccc1[N+](=O)[O-]
  GSTO1 inh = -1.8; PAFAH1B3 FP inh = 3.0; ZTA DNA inh = 12.9; LYPLA1 counter = 0.5; PAFAH2 inh = 10.6; PREPL inhibitor = -1.9; EBNA-1 inhibitor = 5.2; LYPLA2 inh = 1.9; PAD4 FP inh = -1.6

# Compound activity as filed in PubChem.
